# Screens (PubChem BioAssay)
# V1R ag counter = agonists of human V1a receptor, primary screen, counter-screen for OXTR agonist project, fluorescence, CHO-V1R cells | Vasopressin V1a receptor (Homo sapiens), P37288 | Fluo-8 calcium fluorescence, agonist mode; 0% DMSO, 100% 3 nM vasopressin | activation, % at 3 µM | actives 0.25% (n = 320,000);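 active = activation above the mean activation of all tested compounds plus 3 SD, per screening run, cut at about 20% in these data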;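 note: signal is peak over basal fluorescence ratio across a 100 second FLIPR read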
# OXTR potentiate = human OXTR potentiators, primary screen, fluorescence, CHO-OTR cells, Fluo-8 calcium; actives 0.061% (n = 320,000); Fluo-8 calcium fluorescence, potentiator mode; 0% = oxytocin EC15, 100% = EC100; Oxytocin receptor (Homo sapiens), P30559; activation, % at 3 µM;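 active = activation above that plate's cutoff, the mean activation of tested compounds plus 3 SD, cut at about 6.6% in these data, passing the limit was not always enough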;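 note: 100% uses oxytocin at 75 nM as the full agonist control; some results filed as inactive read as strong as hits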
#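 Replication – single well per compound, singlicate · Assay system – CHO cell line stably expressing human OTR · Timing – 6 min pre-incubation, 100 s read · Measure – normalized max/min fluorescence ratio, % activation · Doses – 3.0 µM, one dose · Detection – Fluo-8 calcium dye fluorescence · Probe or stimulus – oxytocin near EC15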
# M1 PAM = human M1 muscarinic receptor positive allosteric modulators, primary screen, CHO-K1 cells, Fluo-8 calcium fluorescence, 1536-well; CHO-K1 hM1, ACh EC20; 0% = ACh EC20, 100% = maximal ACh; AID 588819, 2011; activation, % at 3 µM; actives 0.088% (n = 360,000); in the data active = activation above about 19%, passing the limit was not always enough
# Target sequence (P11229 whole entry, looked up): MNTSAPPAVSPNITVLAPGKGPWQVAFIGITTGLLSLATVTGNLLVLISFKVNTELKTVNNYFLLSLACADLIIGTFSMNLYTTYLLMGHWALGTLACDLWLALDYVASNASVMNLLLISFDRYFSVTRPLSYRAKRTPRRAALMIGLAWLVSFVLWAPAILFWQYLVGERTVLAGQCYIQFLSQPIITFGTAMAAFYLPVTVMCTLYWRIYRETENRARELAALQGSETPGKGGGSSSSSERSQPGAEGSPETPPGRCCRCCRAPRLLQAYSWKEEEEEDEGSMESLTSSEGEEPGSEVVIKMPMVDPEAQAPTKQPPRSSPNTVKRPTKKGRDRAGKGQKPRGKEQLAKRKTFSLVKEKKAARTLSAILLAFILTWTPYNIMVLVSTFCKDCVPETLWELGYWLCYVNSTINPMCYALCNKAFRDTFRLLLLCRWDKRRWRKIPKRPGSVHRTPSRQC
# TAAR1 antagonist = human TAAR1 antagonists, primary screen, Fluo-8 calcium fluorescence, CHO RD-HGA16 cells | antagonist | actives 1.5% (n = 360,000) | inhibition, % at 3 µM | AID 624466, 2012 | Trace amine-associated receptor 1 (Homo sapiens), Q96RJ0;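 active = inhibition above a per-plate cutoff, the mean inhibition of test compounds on that plate plus 3 SD, cut at about 49% in these data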;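 note: 0% = DMSO plus EC80 beta-PEA response and 100% = DMSO alone without agonist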
# Target sequence (Q96RJ0 whole entry, looked up): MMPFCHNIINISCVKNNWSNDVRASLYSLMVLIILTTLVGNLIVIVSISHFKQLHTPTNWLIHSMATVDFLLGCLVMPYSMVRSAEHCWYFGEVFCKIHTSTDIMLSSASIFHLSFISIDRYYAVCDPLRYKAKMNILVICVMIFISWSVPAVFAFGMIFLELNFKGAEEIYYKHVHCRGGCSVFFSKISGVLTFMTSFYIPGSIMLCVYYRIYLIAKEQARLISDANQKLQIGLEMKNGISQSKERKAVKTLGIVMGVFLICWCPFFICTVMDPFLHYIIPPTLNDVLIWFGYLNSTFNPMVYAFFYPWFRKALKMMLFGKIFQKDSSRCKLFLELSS
#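 Assay system: RD-HGA16 CHO cells with stable hTAAR1 and Gα16 / Reagent: EC80 β-phenethylamine stimulus / Doses: 3 µM, single point / Timing: dye loading 75 min at 37 °C, then 30 min room temperature / Measured by: Fluo-8 intracellular calcium dye fluorescence, real-time kinetic reads / Controls: vehicle wells and EC80 agonist wells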
# CHO parental Ca = ATP-evoked calcium signal inhibitors, parental CHO, primary screen, counter-screen for OX1R antagonist project, cell-based, fluorescence, Fluo-8 calcium dye. parental CHO-K1, ATP-induced calcium, Fluo-8 fluorescence. inhibition, % at 5.6 µM. actives 0.63% (n = 330,000). AID 463079, 2010;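 active = inhibition above that plate's mean sample inhibition plus 3 SD, cut at about 26% in these data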;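 note: 0% = ATP-challenged DMSO wells and 100% = DMSO wells without ATP; some compounds past the cut are filed as inactive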
#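 Measured by: calcium-sensitive Fluo-8 fluorescence / Test system: CHO parental line / Controls: ATP-challenged DMSO wells low, unchallenged DMSO wells high / Measure: % inhibition / Compound: single nominal dose of 5.6 µM per compound / Replicates: single well per compound, no replicates / Reagent: ATP as calcium-mobilizing challenge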
# M1 antag = human M1 muscarinic receptor antagonists, primary screen, CHO-K1 cells, Fluo-8 calcium fluorescence, 1536-well. Muscarinic acetylcholine receptor M1 (Homo sapiens), P11229. CHO-K1 hM1, ACh EC80 antagonist. inhibition, % at 3 µM. actives 1.3% (n = 360,000);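 active = percent inhibition above its own plate's cutoff, namely the mean of that plate's compound wells plus 3 SD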;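 note: peak over basal fluorescence ratio during 140 s after agonist addition; 0% = ACh EC80 plus DMSO and 100% = DMSO alone without agonist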
# OXTR agonist = human OXTR agonists, primary screen, fluorescence, CHO-OTR cells, Fluo-8 calcium; Oxytocin receptor (Homo sapiens), P30559; Fluo-8 calcium fluorescence; normalized: DMSO 0%, oxytocin 100%; activation, % at 3 µM; actives 0.32% (n = 320,000); AID 2435, 2010;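 active = activation above the mean of all tested compounds plus 3 SD, cutoff set per screening run, cut at about 20% in these data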;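 note: peak over basal fluorescence ratio from a 100 s FLIPR kinetic read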
# TAAR1 agonist = human TAAR1 agonists, primary screen, Fluo-8 calcium fluorescence, CHO RD-HGA16 cells; vehicle wells 0%, saturating PEA agonist 100%; actives 0.99% (n = 360,000); activation, % at 3 µM; Trace amine-associated receptor 1 (Homo sapiens), Q96RJ0;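 active = activation above the mean activation of all test compounds in the run plus 3 SD, cut at about 38% in these data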
#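 Assay system: CHO-derived RD-HGA16 cells with stable Gα16 and human TAAR1; timing: 17-24 h seeding, 75 min 37 °C dye, 30 min RT; read-out: % activation from peak over basal fluorescence ratio, DMSO-to-PEA scaled; measured by: kinetic Fluo-8 calcium fluorescence; benchmarks: low control DMSO, high control PEA (EC100); doses: 3 µM single concentration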
# M1 ag = human M1 muscarinic receptor agonists, primary screen, Fluo-8 calcium fluorescence, CHO-K1 cells, HTS. Muscarinic acetylcholine receptor M1 (Homo sapiens), P11229. activation, % at 3 µM. CHO-K1 hM1, agonist mode; 0% DMSO, 100% acetylcholine EC100. actives 0.33% (n = 360,000);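 active = activation above the run's mean compound activation plus 3 SD, cut at about 16% in these data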;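 note: peak over basal fluorescence ratio within a 140 s kinetic read after compound addition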
# An asterisk follows results filed as active; · = not tested or not shown.
1) O=C(NC1CCCCC1)c1ccccc1NC(=O)C1CC1
2) Cn1c(=O)cc(OCC(=O)NCc2cccnc2)c2ccccc21
3) O=C(O)c1cc(Cl)ccc1NC(=O)C1CCCO1 (stereo not drawn)
4) Cn1c(NCc2cccnc2)nc2cc(-c3cccc(C(F)(F)F)c3)sc2c1=O
5) Cn1cc(C(=O)NC2C3CC4CC(C3)CC2C4)cn1 (stereo not drawn)
6) CCC1=C(C(=O)OC)C(c2cc(OC)ccc2OC)C(C#N)=C(N)O1 (stereo not drawn)
7) Cc1ccnc(NC(=O)C2CCCN(S(=O)(=O)c3cnc[nH]3)C2)c1 (stereo not drawn)
8) CCCCN1C(=O)CCC(C(=O)O)C1c1ccccc1 (stereo not drawn)
assay / entry	1	2	3	4	5	6	7	8
OXTR agonist	-1.7	0.6	0.1	·	-0.8	-0.7	0.9	-0.2
M1 antag	15	-1	10	-22	4	-8	-7	0
V1R ag counter	-1.7	-1.0	0.6	·	0.6	-0.9	0.4	-0.2
CHO parental Ca	-9	2	0	·	5	-13	1	-7
TAAR1 agonist	12	2	1	1	3	3	0	7
TAAR1 antagonist	6	0	1	-31	-26	0	3	-14
M1 ag	-2	-3	-5	0	-7	-3	-2	-1
OXTR potentiate	-2	0	-1	·	-7	0	-1	-16
M1 PAM	5	4	-7	7	0	8	5	11

9) CCCC(=O)Nc1ccc(Oc2ccc(NC(=O)CCC)cc2)cc1
10) Cc1ccc2sc(N(CCCN(C)C)C(=O)c3ccc(S(=O)(=O)N(C)Cc4ccccc4)cc3)nc2c1C
11) CC(C)(O)C#Cc1ccc(C(=O)N2CCCC2C(=O)O)s1 (stereo not drawn)
12) CCOC(=O)c1sc2nc(CC(C)C)c3c(c2c1N)CCC3
13) COc1ccc(NC2CCCN(C(=O)CCc3cccc(Cl)c3)C2)cc1 (stereo not drawn)
14) CC(c1ccco1)N(C(=O)c1ccccc1NS(=O)(=O)c1cc([N+](=O)[O-])ccc1Cl)c1ccccn1 (stereo not drawn)
15) O=S(=O)(Nc1ccc2c(c1)CCC2)c1cccs1
16) COc1ccc(Oc2cc(NN3CCCCC3)c([N+](=O)[O-])cc2[N+](=O)[O-])cc1OC
assay / entry	9	10	11	12	13	14	15	16
OXTR agonist	5.8	11	0.5	-1.6	0.6	1.4	-0.5	-1.7
M1 antag	-1	-8	-25	-21	4	-1	3	-9
V1R ag counter	0.0	1.9	0.6	-0.6	3.1	5.4	1.4	0.8
CHO parental Ca	-5	16	-1	-16	-31	-16	-11	-25
TAAR1 agonist	10	24	7	2	1	7	15	1
TAAR1 antagonist	17	45	5	12	-10	32	1	10
M1 ag	-3	-1	-2	-4	-3	-6	-5	-11
OXTR potentiate	-12	-22	-8	-5	-8	-12	-1	-1
M1 PAM	-4	5	-2	16	-1	2	1	-10

17) COc1ccc(-c2csc3nc(C)nc(N4CCN(C(C)=O)CC4)c23)cc1OC
18) O=C(CCNC(=O)c1ccc([N+](=O)[O-])cc1)Nc1ccc(S(=O)(=O)N2CCOCC2)cc1
19) CC(=O)NNC(=O)CN1C(=O)/C(=C/c2ccccc2)SC1=S
20) Cc1cccc(C)c1-c1ccc(CN2C(CC(C)C)C(=O)N(Cc3cn(CC4CCCCC4)nn3)CCS2(=O)=O)cc1 (stereo not drawn)
21) O=C(COc1ccccc1)NCc1nnc2c3ccccc3c(-c3ccccc3)nn12
22) COc1ccc2[nH]c(=O)c(CN(CC3CCCO3)C(=O)Nc3ccccc3)cc2c1 (stereo not drawn)
23) O=S(=O)(O)c1nc2ccccc2n1Cc1ccc(Cl)cc1Cl
24) Cc1ccc(S(=O)(=O)Nc2ccc(Cl)cc2)cc1NC(=O)Cn1cnc2c1c(=O)n(C)c(=O)n2C
assay / entry	17	18	19	20	21	22	23	24
OXTR agonist	-0.3	-1.2	9.7	·	0.0	-0.1	0.8	0.5
M1 antag	1	0	-1	-13	-2	12	-7	-7
V1R ag counter	-1.3	-0.8	0.0	·	-1.9	2.4	0.9	-0.2
CHO parental Ca	-13	-3	-13	·	-16	-14	-16	-10
TAAR1 agonist	4	1	4	10	7	19	-3	4
TAAR1 antagonist	18	-6	-27	-27	4	47	-6	-8
M1 ag	-5	-3	-1	-2	-12	1	-3	-3
OXTR potentiate	-2	-4	-5	·	-2	-4	-3	-7
M1 PAM	-1	4	1	7	2	-7	8	1

# Some of the entries so far, tab-delimited.
item	SMILES	OXTR agonist	M1 antag	V1R ag counter	CHO parental Ca	TAAR1 agonist	TAAR1 antagonist	M1 ag	OXTR potentiate	M1 PAM
23	O=S(=O)(O)c1nc2ccccc2n1Cc1ccc(Cl)cc1Cl	0.8	-7	0.9	-16	-3	-6	-3	-3	8
4	Cn1c(NCc2cccnc2)nc2cc(-c3cccc(C(F)(F)F)c3)sc2c1=O	·	-22	·	·	1	-31	0	·	7

# Later entries
25) COc1cc(-c2cc3nc(NCCOc4ccccc4)ccn3n2)cc(OC)c1OC
26) CCc1cc2cc(C)ccc2nc1SCC(=O)N1CCN(C(=O)c2ccco2)CC1
27) CC(=O)C1=C(O)C(=O)N(c2ccc(Br)cn2)C1c1ccccc1F (stereo not drawn)
28) O=C1CC(Nc2ccc(N3CCOCC3)cc2)C(=O)N1c1ccccc1F (stereo not drawn)
29) Cn1c(C(=O)N2CCN(Cc3ccc4c(c3)OCO4)CC2)cc2sccc21
30) CCCCNC(=O)CN(c1cc(C(F)(F)F)ccc1Cl)S(C)(=O)=O
31) O=C(Nc1ccc(Cl)cc1)N(Cc1cccnc1)Cc1ccco1
32) CCOc1ccc(Nc2cc3n(c(=O)n2)CCc2cc(OC)c(OC)cc2-3)cc1
assay / entry	25	26	27	28	29	30	31	32
OXTR agonist	·	-2.7	0.8	0.9	-0.5	-2.3	1.1	-1.1
M1 antag	10	-9	-16	2	7	-7	11	0
V1R ag counter	·	-0.8	0.8	0.2	0.6	0.2	1.4	0.1
CHO parental Ca	·	-28	-2	-10	1	-11	-21	-12
TAAR1 agonist	4	11	4	1	7	1	4	1
TAAR1 antagonist	44	11	4	-5	15	-10	15	-14
M1 ag	-3	-4	-3	-4	-4	-6	-5	-6
OXTR potentiate	·	-4	0	0	-7	-3	-7	0
M1 PAM	-10	0	11	-2	-8	4	-6	2

# Ordered by value in M1 ag (high to low): three from the list above.
no. | Molecule | M1 ag
26 | CCc1cc2cc(C)ccc2nc1SCC(=O)N1CCN(C(=O)c2ccco2)CC1 | -4
31 | O=C(Nc1ccc(Cl)cc1)N(Cc1cccnc1)Cc1ccco1 | -5
32 | CCOc1ccc(Nc2cc3n(c(=O)n2)CCc2cc(OC)c(OC)cc2-3)cc1 | -6

# Some entries already given, reduced to TAAR1 antagonist.
item	SMILES	TAAR1 antagonist
9	CCCC(=O)Nc1ccc(Oc2ccc(NC(=O)CCC)cc2)cc1	17
10	Cc1ccc2sc(N(CCCN(C)C)C(=O)c3ccc(S(=O)(=O)N(C)Cc4ccccc4)cc3)nc2c1C	45
11	CC(C)(O)C#Cc1ccc(C(=O)N2CCCC2C(=O)O)s1 (stereo not drawn)	5
12	CCOC(=O)c1sc2nc(CC(C)C)c3c(c2c1N)CCC3	12

# New compounds follow:
33) Fc1cccc(-c2nnn3c2nc(Cl)c2ccccc23)c1
34) O=C(Nc1ccnn1C1CCN(C(=O)c2cccc(Cl)c2)CC1)C1CC1
35) CCOC(=O)C1=NOC(Cn2cc(C(C)=O)c(=O)[nH]c2=O)C1 (stereo not drawn)
36) Cc1ccc(-c2cn(-c3ccc(OC(F)F)cc3)c3[n+]2CCCCC3)cc1
37) C=Cn1c(N2CCOCC2)nc2c1c(=O)[nH]c(=O)n2C
38) COc1ccc(S(=O)(=O)Nc2cc(Sc3ncn[nH]3)c(O)cc2C)cc1
39) CC(/C=N/Nc1nnc2c(n1)[nH]c1ccccc12)=C\c1ccco1
40) CCOC(=O)C1CCCCN1Cc1cccc(F)c1 (stereo not drawn)
assay / entry	33	34	35	36	37	38	39	40
OXTR agonist	·	0.1	0.5	-0.2	-0.6	0.3	-1.0	-0.3
M1 antag	-7	-12	8	10	9	-12	5	-20
V1R ag counter	·	0.7	0.1	-0.6	0.8	0.2	-0.1	0.5
CHO parental Ca	·	-5	-6	12	-1	3	-7	-3
TAAR1 agonist	0	1	4	2	5	1	·	2
TAAR1 antagonist	-22	-2	-5	-10	3	-26	·	-18
M1 ag	-2	-2	-5	-9	-2	-6	-11	-4
OXTR potentiate	·	-4	-1	-8	-4	1	0	2
M1 PAM	5	7	-10	-5	-11	5	-11	13

41) Cc1ccc(NC(=O)C2CC=CCC2C(=O)N2CCCCC2)cc1 (stereo not drawn)
42) COc1cc(C(=O)NCC(=O)N/N=C/c2cccnc2)cc(OC)c1OC
43) O=[N+]([O-])c1cccnc1Oc1ccc(C2SCCS2)cc1
44) CN(C)S(=O)(=O)n1cc(/C=C(\NC(=O)c2ccccc2F)C(=O)N2CCCC2)c2ccccc21
45) CCOCCCNC(=O)Cn1cc2c(n1)CCCC2
46) COCC(=O)Oc1c(S(=O)(=O)c2ccc(C)cc2)c(C)nn1-c1ccccc1
47) COc1ccc(NC(=O)NC2(C(=O)N3CCOCC3)CCCCC2)cc1
48) Cn1c(SCc2ccccc2Cl)nnc1-c1cnccn1
assay / entry	41	42	43	44	45	46	47	48
OXTR agonist	-1.4	-0.5	-0.4	-1.1	0.1	-0.7	0.6	-2.4
M1 antag	14	-18	4	-2	-16	-20	-7	1
V1R ag counter	-0.2	-0.1	0.9	0.0	0.6	0.0	0.6	-0.6
CHO parental Ca	-14	-9	-5	-22	-14	10	-5	-18
TAAR1 agonist	11	6	3	3	1	-1	0	1
TAAR1 antagonist	11	-2	1	-18	2	-14	-5	11
M1 ag	-3	-4	-1	0	-3	-4	-4	-6
OXTR potentiate	-5	-9	-4	-4	2	4	-4	-2
M1 PAM	-1	13	-3	3	9	4	5	2
